ABCG2 block: blocks JC-1 efflux by human ABCG2 transporter. 0.1% of 190,000 active. AID 1325. inhibition, % at 6.6 µM. IgMXP3 cells, flow cytometry. Q9UNQ0;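 active means inhibition above 80%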;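 further: 0% = DMSO and 100% = nicardipine control wells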
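Test system: ABCG2 IgMXP3 and barcoded ABCB1 CCRF-Adr cell mix; Schedule: cells with compound and JC-1, 10 min at 25 °C, rotating, no wash; Technique: flow cytometry of retained JC-1 fluorescence; Measure: % inhibition of efflux relative to nicardipine and DMSO; Controls: nicardipine high and DMSO low controls.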
Bim-Bfl-1: inhibitors of Bim-Bfl-1 interaction, human. Q16548. Bead-based flow cytometry, Bim-Bfl-1 binding inhibition. inhibition, % at 10 µM. 0.12% of 190,000 active;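 further: 0% = wells without compound plus tracer and 100% = blocker peptide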
ABCB1 block: human ABCB1 inhibition, ABCG2 as counter-screen. AID 1326. inhibition, % at 6.6 µM. CCRF-Adr cells, JC-1 efflux, flow cytometry. 0.067% of 190,000 active. P08183; in the data active means inhibition above about 40%;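 further: 0% = vehicle and 100% = reference inhibitor; higher value means more JC-1 retained so stronger ABCB1 efflux block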
RGS7-Gao: regulators of human RGS7-Galphao interaction; 0.35% of 220,000 active; binding response (% of control), % at 10 µM; AID 1439; P09471; Multiplexed bead flow cytometry, RGS7-Galphao binding; actives lie on both sides; in the data active means binding response below about 49% or above about 150%; inconclusive means no clear call, values can overlap the other calls; inactive means in between;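 further: fluorescent Galphao held in activated GDP-AlF4 state binding bead-coupled RGS7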
Bim-Bcl-B: disrupts Bim peptide binding to human Bcl-B; Q9HD36; bead-based flow cytometry; inhibition, % at 10 µM; 0.073% of 190,000 active; AID 951;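 further: 0% = tracer peptide without compound and 100% = reference inhibitor peptide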
Bim-Bcl-W: disrupts Bim peptide binding to human Bcl-W; Q92843; bead-based flow cytometry; inhibition, % at 10 µM; 0.02% of 190,000 active;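 further: 0% = bound tracer without compound and 100% = peptide blocker; higher means less fluorescent Bim peptide bound to Bcl-W beads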
Target sequence (Q92843 whole entry, looked up): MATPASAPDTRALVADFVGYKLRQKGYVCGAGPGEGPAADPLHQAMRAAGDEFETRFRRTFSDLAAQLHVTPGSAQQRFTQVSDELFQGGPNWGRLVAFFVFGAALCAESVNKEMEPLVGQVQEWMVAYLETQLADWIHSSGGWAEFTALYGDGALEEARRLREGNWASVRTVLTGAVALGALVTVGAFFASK
GSH fluor: GSH bead compound fluorescence profile; fluorescence (KMESF) at 10 µM; AID 1776; 0.25% of 190,000 active; GSH beads flow cytometry, compound fluorescence 488/530 nm; active compounds read high; in the data active means fluorescence above about 89;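 further: glutathione beads carrying GST-tagged Bcl family fusion proteins plus one bare bead set; values are compound well signal with DMSO vehicle wells as background; inactives centre near 16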
Avidin bead fluor: compound fluoresces at 488/530 nm on avidin beads. compound fluorescence 488/530 nm, flow cytometry; active compounds read high. fluorescence (KMESF) at 10 µM. 0.38% of 220,000 active. AID 1775; in the data active means fluorescence above about 47; further: inactives centre near 10
Bcl-2 Bim block: inhibitors of Bim-Bcl-2 interaction, human; P10415; Bead-based flow cytometry, Bim peptide-Bcl-2 binding; inhibition, % at 10 µM; 0.06% of 190,000 active; in the data active means inhibition above about 40%; inconclusive means no clear call, values can overlap the other calls;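 further: 0% = no compound wells with probe peptide and 100% = reference peptide inhibitor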
Target sequence (P10415 whole entry, looked up): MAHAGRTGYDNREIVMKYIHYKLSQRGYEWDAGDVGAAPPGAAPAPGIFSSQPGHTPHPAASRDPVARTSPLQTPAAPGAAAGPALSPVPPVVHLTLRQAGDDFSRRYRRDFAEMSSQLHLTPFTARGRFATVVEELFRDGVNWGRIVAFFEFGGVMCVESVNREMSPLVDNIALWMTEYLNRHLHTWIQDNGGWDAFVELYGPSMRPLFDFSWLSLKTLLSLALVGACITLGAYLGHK
Bcl-XL Bim block: inhibitors of Bim-Bcl-XL interaction, human; Q07817; 0.04% of 190,000 active; inhibition, % at 10 µM; Bim peptide-Bcl-XL binding, bead flow cytometry, fluorescence
Target sequence (Q07817 whole entry, looked up): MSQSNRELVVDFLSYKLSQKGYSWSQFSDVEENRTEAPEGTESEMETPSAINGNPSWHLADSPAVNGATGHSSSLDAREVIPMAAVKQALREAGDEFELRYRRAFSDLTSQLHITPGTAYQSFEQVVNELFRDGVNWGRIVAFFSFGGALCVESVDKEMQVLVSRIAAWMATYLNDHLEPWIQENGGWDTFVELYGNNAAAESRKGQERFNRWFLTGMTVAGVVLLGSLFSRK
RGS4-Gao reg: modulates binding of RGS4 to human Galphao. binding response (% of control), % at 10 µM. P09471. Multiplexed bead flow cytometry; actives lie on both sides. 0.33% of 220,000 active; in the data active means binding response below about 49% or above about 150%; inactive means in between;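 further: fluorescent Galphao activated with aluminum fluoride binding bead-coupled RGS4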
The depositor's hits bear a star; ? = inconclusive. Unless noted, no stated cut-off is given here; in the data, active means inhibition above about 40%. Compounds were not picked by outcome. Share with any hit: about 1.3%.

SMILES	ABCG2 block	Bim-Bfl-1	ABCB1 block	RGS7-Gao	Bim-Bcl-B	Bim-Bcl-W	GSH fluor	Avidin bead fluor	Bcl-2 Bim block	Bcl-XL Bim block	RGS4-Gao reg
NC(=O)c1nsc(C(=O)N(c2ccc(Cl)cc2)C(C(=O)NCC2CCCO2)c2cccs2)c1N (stereo not given)	-1	3	0.1	91	0	0	12	6	3	1	90
COc1ccc(CCNC(=O)C(C)Sc2ccc(C)cc2)cc1OC (stereo not given)	8	1	-2.7	102	1	2	21	15	5	2	103
COc1ccc(C(=O)SC2=NCCS2)cc1	4	0	0.2	101	-12	-6	13	22	-3	-7	100
O=C(CNS(=O)(=O)c1cccc2nonc12)NCc1ccc(F)cc1	5	-14	0.7	101	-13	1	32	14	-11	-6	101
COc1ccc2nc(NC(=O)C3CCN(S(=O)(=O)c4cccc5nsnc45)CC3)sc2c1	-1	1	-0.3	91	-3	-5	25	6	-1	-3	99
O=C(NC1CCCCC1)c1cc([N+](=O)[O-])[nH]n1	13	-27	0.1	102	-3	-1	10	7	-12	-4	101
O=C(COC(=O)c1cncc(Br)c1)NC1CCCC1	7	6	0.8	106	0	0	8	6	0	0	112
O=C(c1ccco1)N1CCN(CC(=O)N2c3ccccc3CCc3ccccc32)CC1	0	-5	-0.2	107	-4	-8	17	34	1	-7	104
CCCNC(=O)Cc1ncn[nH]1	-1	-22	0.5	101	-12	-3	27	13	-17	-11	101
Cc1cc(C(=O)COC(=O)c2ccccc2O)c(C)n1Cc1cccs1	2	-14	0.4	101	-4	6	5	9	-3	0	100
Cc1ccc(-n2c(-c3ccco3)nc3nc4ccccc4nc32)cc1F	3	-8	0.0	96	-6	1	41	5	-4	0	98
OCCSc1nc2ccccc2n1CCOc1ccccc1	5	0	0.9	99	-1	1	11	15	0	3	102
COc1cc(/C=N/N=C2/C(=O)Nc3ccccc32)cc(OC)c1O	3	17	0.2	99	-13	11	6	6	7	1	96
Cc1cc(C)c(S(=O)(=O)N2CCCCC2)c(C)c1-n1ncnn1	1	-1	0.4	101	-4	-4	12	41	0	-1	99
O=C(Nc1ccc2c(c1)ncn2C1CCCCC1)c1ccco1	7	-14	1.2	98	-8	0	28	11	-8	-4	98
O=C(CS(=O)(=O)c1ccccc1)c1ccc2c(c1)OCCO2	4	-17	-0.8	101	-7	0	32	16	-6	-5	99
Cc1[nH]n(-c2ccccc2)c(=O)c1/C=N\NC(=O)C1COc2ccccc2O1 (stereo not given)	0	-6	0.2	97	-7	-5	13	13	-2	-6	97
CC(=O)Nc1ccc(S(=O)(=O)Nc2nc3ccccc3nc2Nc2ccc3ccccc3c2)cc1	-9	-19	-1.9	98	-8	-5	20	7	-10	-5	98
O/N=C(/CCc1ccccc1)c1ccc2c(c1)OCCO2	24	-2	1.0	99	-2	0	10	11	0	1	100
CC(C)(Oc1ccc(CCNC(=O)c2ccc(-c3ccccc3)o2)cc1)C(=O)O	8	-7	0.3	103	-5	-4	20	13	-2	-7	103
Cc1cccc(NS(=O)(=O)c2ccc(C)c(C(=O)OCC(=O)Nc3cc(C)on3)c2)c1	0	-1	0.4	100	-1	0	17	36	-4	-2	98
N#Cc1c(N)nc2c(c1-c1ccncc1)CCCC2	1	2	0.4	99	0	-1	20	18	0	0	98
CC1(O)c2ccccc2C(=O)N1CCc1ccccc1F (stereo not given)	5	-12	0.7	98	-4	0	24	9	-8	-3	100
COc1ccc2nc(NC(=O)CCN3C(=S)NC(C)(C)CC3C)sc2c1 (stereo not given)	11	-2	0.9	94	-12	-2	5	7	3	-3	96
CCOc1ccc2nc3c(cc2c1)CN(CCOC)C(=NC)S3	7	-2	0.7	105	1	-1	114*	5	0	-2	99
Cc1nnc2ccc(N3CCN(c4ccccn4)CC3)nn12	-3	-3	-3.1	106	-4	0	22	6	-5	0	104
O=C(OCCN=C1NS(=O)(=O)c2ccccc21)C1CC(=O)N(c2ccc(Cl)cc2)C1 (stereo not given)	6	0	-0.4	74	3	0	30	5	-2	5	70
Cc1ccc(-c2cnn(-c3cccc([N+](=O)[O-])c3)c2N)cc1	30	-19	0.4	98	-11	-3	34	11	-12	-9	103
CCOc1cc(/C=N\NC(=O)Cn2nnc3ccccc32)ccc1O	15	0	-0.6	101	2	-3	10	8	-1	1	100
Cc1cccc(C)c1NC(=O)CSc1nnc(CCCCCNC(=O)OC(C)(C)C)o1	1	-1	0.1	108	-3	1	16	13	0	0	101

Pulled by structure from the list above:
SMILES	ABCG2 block	Bim-Bfl-1	ABCB1 block	RGS7-Gao	Bim-Bcl-B	Bim-Bcl-W	GSH fluor	Avidin bead fluor	Bcl-2 Bim block	Bcl-XL Bim block	RGS4-Gao reg
O=C(COC(=O)c1cncc(Br)c1)NC1CCCC1	7	6	0.8	106	0	0	8	6	0	0	112
O=C(NC1CCCCC1)c1cc([N+](=O)[O-])[nH]n1	13	-27	0.1	102	-3	-1	10	7	-12	-4	101
CCCNC(=O)Cc1ncn[nH]1	-1	-22	0.5	101	-12	-3	27	13	-17	-11	101
CC(C)(Oc1ccc(CCNC(=O)c2ccc(-c3ccccc3)o2)cc1)C(=O)O	8	-7	0.3	103	-5	-4	20	13	-2	-7	103

Part of the list above with just Bim-Bcl-B and Bim-Bcl-W:
| canonical_smiles | Bim-Bcl-B | Bim-Bcl-W |
| --- | --- | --- |
| Cc1cccc(NS(=O)(=O)c2ccc(C)c(C(=O)OCC(=O)Nc3cc(C)on3)c2)c1 | -1 | 0 |
| N#Cc1c(N)nc2c(c1-c1ccncc1)CCCC2 | 0 | -1 |

Remaining list, next part
SMILES	ABCG2 block	Bim-Bfl-1	ABCB1 block	RGS7-Gao	Bim-Bcl-B	Bim-Bcl-W	GSH fluor	Avidin bead fluor	Bcl-2 Bim block	Bcl-XL Bim block	RGS4-Gao reg
CCNC(=O)C12CCC(C)(C(=O)O1)C2(C)C (stereo not given)	6	-4	1.6	92	-3	0	19	9	-1	-2	94
O=C(Nc1nc(-c2ccc(Cl)cc2)cs1)NC1CCCCC1	0	-1	-0.1	101	-5	-3	9	6	0	-7	103
CCn1c(COc2cccc3ccccc23)nnc1SCC(=O)OC1CCCCC1	1	0	0.3	98	1	0	19	30	-1	1	97
Cc1cc(C(=O)Cn2nc(C(=O)O)c3ccccc3c2=O)c(C)n1-c1ccc(OC(F)F)cc1	4	-5	1.3	99	-1	3	16	10	0	-2	100
CN1CCN(CCCN(Cc2cccs2)C(=S)Nc2ccc(Cl)cc2)CC1	6	-2	1.1	?	-10	-5	17	10	-4	-3	102
O=C(c1cnccn1)N1CCN(S(=O)(=O)c2ccc3ccccc3c2)CC1	0	-2	0.1	102	0	-1	12	6	-1	-3	101
COc1ccc2c(c1)nc(SCC(=O)c1ccc(Br)s1)n2C	3	8	0.6	101	-4	0	20	14	-2	-2	101
CCCCCCCCNC(=O)c1cnccn1	5	-4	0.0	100	-7	-11	19	3	-3	-11	103
COC(=O)c1cc2occc2n1Cc1nc(-c2ccc(Cl)cc2)oc1C	12	2	1.9	94	-1	-1	16	7	3	-2	95
CC(C)(C)NC(=O)C1CN(S(=O)(=O)c2ccccc2)CCN1S(=O)(=O)c1ccccc1 (stereo not given)	1	-1	4.5	108	-1	-2	13	12	2	-2	109
Cc1ccc(N=Cc2sc(O)c3ccccc23)cc1	3	-3	0.8	106	-5	1	61	8	-2	0	104
CCCOc1ccc(C(=O)C(CN2CCOCC2)c2ccccc2)cc1 (stereo not given)	3	6	1.0	102	3	0	15	23	0	1	102
COc1ccc(C(=S)N(C)C)cc1OC	2	3	0.1	101	-21	2	58	12	-8	1	99

Screens: PubChem, NMMLSC
